sPLA2-III inh – human group III sPLA2 inhibitors, primary screen, biochemical, QFRET, BODIPY PC-A2 liposome substrate. Group 3 secretory phospholipase A2 (Homo sapiens), Q9NZ20. QFRET BODIPY PC-A2 liposome hydrolysis, fluorescence. inhibition, % at 12.2 µM. 0.56% of 370,000 active;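 active = inhibition above mean plus 3 SD of compounds lying within the high and low control bounds, cut at about 19% in these data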;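 also: 0% = median of test compound wells and 100% = no enzyme DMSO wells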
Tn6 DDE FP – inhibitors of Tn6 peptide binding to fibrin DD(E), primary screen, biochemical, fluorescence polarization, human fibrin, Tn6 probe | 0.21% of 370,000 active | Fibrin DD(E) TRITC-Tn6 fluorescence polarization displacement | inhibition, % at 8.3 µM | Fibrinogen beta chain (Homo sapiens), P02675;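 active = inhibition above a per-campaign cutoff: mean of compounds within control limits plus 3 SD, cut at about 15% in these data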;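 also: 0% = median of all compound wells on the plate and 100% = blocking peptide control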
ASAP1 GAP inh – inhibitors of human ASAP1 ArfGAP activity, primary screen, biochemical, fluorescence polarization; ASAP1-stimulated ARF1 GTP hydrolysis, GDP FP detection; inhibition, % at 16.5 µM; 0.19% of 360,000 active; in the data active = inhibition above about 25%;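 also: 0% = vehicle with enzyme and substrate and 100% = no enzyme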
Target sequence (Q9ULH1 325-724 limits assumed): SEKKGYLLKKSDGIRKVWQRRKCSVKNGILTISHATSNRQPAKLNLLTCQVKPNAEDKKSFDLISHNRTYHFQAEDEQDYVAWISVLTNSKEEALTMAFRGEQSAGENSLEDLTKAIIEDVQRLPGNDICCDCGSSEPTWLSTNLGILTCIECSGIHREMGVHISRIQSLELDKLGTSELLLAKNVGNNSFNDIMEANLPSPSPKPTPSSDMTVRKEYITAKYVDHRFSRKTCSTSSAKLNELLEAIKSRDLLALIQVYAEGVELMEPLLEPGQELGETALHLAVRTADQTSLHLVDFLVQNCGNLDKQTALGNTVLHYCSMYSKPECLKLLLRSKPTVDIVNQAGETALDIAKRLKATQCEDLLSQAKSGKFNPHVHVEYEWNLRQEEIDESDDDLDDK
DDE Tn7 FP inh – inhibitors of Tn7 peptide binding to fibrin DD(E), primary screen, biochemical, fluorescence polarization, human fibrin, Tn7 probe. inhibition, % at 8.3 µM. Fibrinogen beta chain (Homo sapiens), P02675. FP displacement of FITC-Tn7 peptide from fibrin DD(E); 0% = median of compound wells per plate. 0.13% of 370,000 active. AID 720508, 2013;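 active = inhibition above the mean of compounds falling within the control limits plus 3 SD of them, cut at about 14% in these data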;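 also: 0% = plate median of compound wells and 100% = 10 µM Aha-Tn7 peptide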
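Assay system: Human fibrin DD(E) protein | Medium: Tris buffer with calcium and detergent, pH 7.8 | Reagent: 0.1 µM fluorescent Tn7 | Compound dosing: Single point at 8.3 µM | Times: 10 min preincubation, 3 h with tracer, room temperature | Detection: Fluorescence polarization of the labelled Tn7 tracer | Controls: Aha-Tn7 high control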
KLK7 zymogen act – proKLK7 zymogen activators, primary screen, biochemical, fluorescence intensity; 0.9% of 370,000 active; activation, % at 7 µM; Kallikrein-7 (Homo sapiens), P49862; purified proKLK7, EDANS-DABCYL substrate fluorescence; 100% is mature enzyme control, 0% vehicle;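 active = activation above the mean of all tested compounds plus 3 SD, computed per campaign excluding outliers beyond control limits, cut at about 13% in these data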
Target sequence (P49862 whole entry, looked up): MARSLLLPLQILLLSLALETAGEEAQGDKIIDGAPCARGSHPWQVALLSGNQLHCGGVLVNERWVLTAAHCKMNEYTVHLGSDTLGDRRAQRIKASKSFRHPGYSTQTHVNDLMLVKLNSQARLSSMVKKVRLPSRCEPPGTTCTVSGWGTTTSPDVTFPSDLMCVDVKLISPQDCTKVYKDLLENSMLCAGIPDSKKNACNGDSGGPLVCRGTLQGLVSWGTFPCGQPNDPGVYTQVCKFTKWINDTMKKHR
ARFGAP1 inhibitor – inhibitors of rat ARFGAP1 GAP activity, primary screen, biochemical, fluorescence polarization, GDP tracer | Arfgap1-stimulated ARF1 GTP hydrolysis, GDP FP detection | inhibition, % at 16.5 µM | 0.26% of 360,000 active | AID 651572, 2012;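 active = inhibition above a per-plate limit, mean inhibition of low control wells plus 3 SD, cut at about 25% in these data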;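 also: 0% = DMSO wells with enzyme and 100% = wells lacking Arfgap1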
Target sequence (Q62848 1-136 limits assumed): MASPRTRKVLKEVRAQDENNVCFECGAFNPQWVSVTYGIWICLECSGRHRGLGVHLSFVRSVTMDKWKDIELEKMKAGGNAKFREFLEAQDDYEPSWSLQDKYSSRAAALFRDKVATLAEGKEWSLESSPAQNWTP
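Repeats: one replicate per compound; assay system: rat Arfgap1 catalytic domain, aa 1-136; times: enzyme reaction 120 min at 25 °C after 20 min preincubation; detection: FP of antibody-bound GDP Alexa 633 tracer, ex 620/em 688 nm; benchmarks: high control wells lacking Arfgap1, low control full reaction with DMSO; reagent: human ARF1(Δ1-17)-GTP substrate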
PLC-gamma1 inh – PLC-gamma1 enzyme inhibitors, primary screen, biochemical, fluorescence, purified enzyme | fluorogenic substrate | 0.84% of 370,000 active | AID 720700, 2013 | inhibition, % at 12.2 µM; in the data active = inhibition above about 9.5%
PLCb3 inh – human PLC-beta3 inhibitors, primary screen, biochemical, fluorescence. inhibition, % at 12.2 µM. Purified PLC-beta3, fluorogenic substrate. 1-phosphatidylinositol 4,5-bisphosphate phosphodiesterase beta-3 (Homo sapiens), Q01970. 0.18% of 370,000 active. AID 720704, 2013; in the data active = inhibition above about 11%;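 also: 0% = median of compound wells on plate and 100% = full blocker control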
UHRF1 binding – UHRF1 methylated DNA binding inhibitors, primary screen, counter-screen for MBD2 inhibitor project, biochemical, TR-FRET, human UHRF1, single concentration | 0.75% of 370,000 active | UHRF1 binding to methylated oligo | inhibition, % at 4.4 µM; in the data active = inhibition above about 21%;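 also: UHRF1 SRA domain binding a hemimethylated CpG hairpin DNA probe; 0% = median of test compound wells and 100% = reference inhibitor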
Rev-erbA mod – modulators of Rev-erb alpha DNA binding, primary screen, biochemical, FITC-DNA, fluorescence polarization, uHTS. Rev-erbα–FITC-DNA binding, 90 min. activity, % at 10 µM. Nuclear receptor subfamily 1 group D member 1 (Homo sapiens), P20393. 0.79% of 370,000 active. AID 1259318, 2017;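 active = activity above about 14%, limit read from the data; passing the limit was not always enough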;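 also: 0% = DMSO wells with 35 nM protein and 100% = DMSO wells with 750 nM protein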
The depositor's hits bear a star; & = joins results of further samples. Not all compounds are listed (hit frequency here may not be typical).

SMILES | sPLA2-III inh | Tn6 DDE FP | ASAP1 GAP inh | DDE Tn7 FP inh | KLK7 zymogen act | ARFGAP1 inhibitor | PLC-gamma1 inh | PLCb3 inh | UHRF1 binding | Rev-erbA mod
Cc1cc(N2CCNC[C@@H]2C)ccc1N1CCN[C@H](C)C1 | 0 | 3 | -14 | -3 | -0.1 | -7 | 0 | -1 | -1 | -8
CCC1(c2ccc(-c3ccccc3)cc2)C(=O)NC(=O)NC1=O | -5 | 6 | 8 | -1 | 0.7 | -14 | 0 | -3 | -3 | 3
FC(F)(F)C1=NC(C(F)(F)F)=NP(N2CCOCC2)(N2CCOCC2)=N1 | 5 | -3 | -11 | -2 | 0.3 | 0 | 3 | 0 | 0 | -2
CCCCP(=O)(O)c1ccccc1 | 7 | -3 | 0 | -1 | 0.3 | -1 | 3 | 5 | -3 | 0
CC1(C)CC(=O)CC(C)(C)N1O | -2 | 0 | -7 | -1 | -0.9 | 1 | 11* | 6 | 2 | -4
O=C(COC(=O)Cc1ccccc1)Nc1cccnc1Cl | 5 | 7 | -7 | 2 | 0.0 | 5 | -2 | -6 | 2 | -3
CN1CCC(OC(=O)Cc2ccccc2)CC1 | -3 | 7 | 7 | 0 | 0.0 | 5 | 0 | 2 | -4 | -1
COc1ccc(C(O)P(=O)(Oc2ccccc2)Oc2ccccc2)cc1 (stereo not drawn) | -11 | -1 | -2 | -5 | 0.5 | -4 | 3 | -4 | 0 | -4
C=CCn1c(O)c(/C=N/NC(=O)CCCC)c(=O)[nH]c1=S | -2 | 3 | -5 | -2 | -0.4 | 0 | 2 | -3 | -1 | 2
O=C(c1ccc2c3c(cccc13)CC2)C1CCCN(Cc2ncc[nH]2)C1 (stereo not drawn) | -4 | -5 | 3 | -4 | 4.5 | 1 | -84 | -104 | -3 | -5
Cc1cc(=O)oc2cc(OCC(=O)N3C[C@H]4C[C@@H](C3)c3cccc(=O)n3C4)ccc12 | 1 | -9 | -22 | -3 | -0.8 | -9 | 0 | 6 | -2 | 1
O=C(CSC1c2ccccc2-c2ccccc21)N/N=C/c1ccc(C(=O)O)cc1 | -12 | -6 | 15 | -1 | 0.9 | -10 | -1 | -3 | -3 | 0
CC12CC[C@H]3[C@@H](CCC4(O)C[C@H](O)CCC34/C=N/NC(=O)Cc3ccccc3)C1(O)CCC2C1=CC(=O)OC1 (stereo partly drawn) | -17 | -6 | 15 | 4 | -0.2 | -5 | 1 | -7 | -1 | -7
S=C1Nc2ccccc2Sc2ccccc21 | 4 | 2 | -5 | -8 | -0.5 | -11 | 1 | -1 | -2 | -8
O=C(CCn1nc(-c2ccc(Cl)cc2)ccc1=O)N1CCC2(CC1)OCCO2 | -1 | 3 | -3 | -5 | 0.0 | 6 | 4 | -6 | -2 | -6
CCN(CC)C(=O)c1ccc(NC(=O)COc2ccc(-c3nn(C)c(=O)c4ccccc34)cc2)cc1 | 4 | 4 | 2 | 3 | -0.1 | -7 | 0 | -12 | -1 | 5
Cc1ncc([N+](=O)[O-])n1CCOC(N)=O | 10 | -7 | 9 | 0 | -0.1 | 0 | 3 | -7 | 0 | 2
Cc1cc(/C=C2\C(=O)NC(=O)N(c3cccc(Br)c3)C2=O)c(C)n1C | -8 | -2 | 1 | -12 | 0.2 | -9 | -4 | -1 | 7 | -3
COc1nc2ccccc2c(=O)n1-c1ccc(C)cc1 | -2 | 0 | -10 | 2 | 0.1 | -2 | 3 | 3 | 0 | 5
Cc1cc(OC(=O)c2ccco2)c2c3c(c(=O)oc2c1)CCCC3 | -7 | 4 | -2 | 3 | 0.8 | -13 | -6 | -7 | 0 | 1

A different layout for part of the listing above:
The line under a structure holds: sPLA2-III inh	Tn6 DDE FP	ASAP1 GAP inh	DDE Tn7 FP inh	KLK7 zymogen act	ARFGAP1 inhibitor	PLC-gamma1 inh	PLCb3 inh	UHRF1 binding	Rev-erbA mod
CC12CC[C@H]3[C@@H](CCC4(O)C[C@H](O)CCC34/C=N/NC(=O)Cc3ccccc3)C1(O)CCC2C1=CC(=O)OC1 (stereo partly drawn)
    -17	-6	15	4	-0.2	-5	1	-7	-1	-7
S=C1Nc2ccccc2Sc2ccccc21
    4	2	-5	-8	-0.5	-11	1	-1	-2	-8
O=C(CCn1nc(-c2ccc(Cl)cc2)ccc1=O)N1CCC2(CC1)OCCO2
    -1	3	-3	-5	0.0	6	4	-6	-2	-6
CCN(CC)C(=O)c1ccc(NC(=O)COc2ccc(-c3nn(C)c(=O)c4ccccc34)cc2)cc1
    4	4	2	3	-0.1	-7	0	-12	-1	5

Following part:
SMILES | sPLA2-III inh | Tn6 DDE FP | ASAP1 GAP inh | DDE Tn7 FP inh | KLK7 zymogen act | ARFGAP1 inhibitor | PLC-gamma1 inh | PLCb3 inh | UHRF1 binding | Rev-erbA mod
CCP(=S)(CC)c1ccc(N(C)C)cc1 | 1 | -2 | -5 | 6 | -0.2 | -12 | 0 | 4 | -4 | 2
O=C(Cn1c(=S)[nH]c2ccccc2c1=O)N1CCC2(CC1)OCCO2 | 6 | 5 | -6 | -9 | 0.1 | 4 | -1 | 1 | 1 | -1
CN(C)c1ccc(NC(=O)CN2C(=O)CN=C(c3ccccc3)c3ccccc32)cc1 | 19 | 4 | 1 | -6 | -0.2 | 6 | 0 | 4 | 1 | -5
CC(C)c1ccc(N=Cc2c(O)n(C3CC3)c(=S)[nH]c2=O)cc1 | 5 | 4 | -7 | 7 | 0.2 | -4 | 2 | -5 | 2 | 0
O=c1c2ccccc2nc(/C=C/c2ccc(O)cc2)n1-c1ccc(O)cc1 | -49 | 5 | 6 | -9 | 26* | 5 | -346 | -467 | -2 | 0
O=c1cc(CN2CC=C(c3ccccc3)CC2)c2c(ccc3ccccc32)o1 | -4 | 5 | 1 | 1 | -5.5 | -6 | -28 | -32 | 4 | -2
CC(=O)N1CCCSC1=Nc1ccccc1 | -3 | -4 | 4 | 2 | -0.5 | 10 | 0 | -2 | -3 | 8
C=CCn1cc(C=C2C(=O)N(C)C(=O)N(C)C2=O)c2ccccc21 | 6 | 0 | 0 | -2 | -0.1 | 7 | 6 | 1 | -1 | 0
Cc1cccc(-n2c(C)nc3ccccc3c2=O)c1C | 0 | -6 | -2 | -1 | -0.4 | -3 | 4 | -2 | 0 | -2
COc1ccc(-n2c(O)c(/C=C/C=Nc3ccccc3)c(=O)[nH]c2=O)cc1 | -95 | 6 | -4 | -82 | 0.2 | 4 | 3 | 0 | -33 | 24
COc1cc(C)c(CN2CC=C(c3ccc(F)cc3)CC2)cc1C | -12 | -5 | -1 | -5 | 0.1 | 3 | 4 | -1 | 2 | -2
CCN1C(=O)C(=C/C=C/c2ccco2)C(=O)N(CC)C1=S | -6 | -8 | 28* | -8 | 1.2 | -2 | -27 | -42 | 30* | -2
COc1ccc(-n2c(/C=C3\C(=O)Nc4ccccc43)nc3ccccc3c2=O)cc1 | 6 | 0 | -5 | -1 | 0.8 | 5 | 4 | 0 | 1 | 1
O=C(NCCCn1ccnc1)C(Cl)(Cl)Cl | -2 | 5 | 3 | 8 | -0.2 | -2 | -2 | 6 | 1 | -2
Cc1cccc(OP(=O)(NCc2ccccc2)Oc2cccc(C)c2)c1 | -34 | -3 | -10 | 4 | -0.1 | 3 | 4 | 3 | -2 | 1
COc1ccc(Br)cc1CNCCc1ccc2c(c1)OCO2 | -9 | -1 | -11 | -1 | 0.5 | 13 | 5 | -2 | 3 | -3
O=P(Nc1ccccc1Cl)(c1ccccc1)c1nc2c(s1)CCCC2 (stereo not drawn) | 7 | 7 | 8 | 0 | 0.5 | 7 | 2 | 4 | -2 | 2
Cc1ccc(CN2CCN(Cc3ccccc3F)CC2)cc1 | -2 | 2 | -2 | -4 | -0.6 | 7 | 3 | -6 | -1 | -4
COc1ccc(C(=O)C2CCCN(CCO)C2)c(C)c1 (stereo not drawn) | -4 | 0 | 18 | -2 | 0.5 | 7 | 0 | -2 | 0 | -10
CCOC(=O)c1c(C)n(Cc2ccccc2)c2ccc(OCC(O)CN3C(=O)CNC3=O)cc12 (stereo not drawn) | -39 | -3 | -4 | -3 | 0.4 | 8 | 5 | -2 | 0 | 6
NC(=S)N/N=C/c1coc2ccccc2c1=O | 13 | 14 | 3 | 2 | 2.9 | 0 | -4 | -5 | -4 | 4
CCOC(=O)[C@]12Cc3cc(C)ccc3[C@H]1N(C(C)C)C(=O)c1ccccc12 | 3 | -3 | -19 | -2 | 0.9 | -4 | 2 | -1 | 2 | -2
O=C1CN=C(c2ccccc2)c2c(sc3c2CCCC3)N1 | 11 | -4 | -3 | 8 | 0.0 | -2 | 11* | -8 | 7 | 1
CC12CN3CN(C1)CC(c1ccccc1)(C3)C2=O | 3 | -2 | -9 | 8 | 0.2 | -7 | -1 | 2 | 1 | 1
C=COCCn1c(C)c(C(C)=O)c2cc(O)ccc21 | 7 | 3 | 2 | 3 | -0.2 | 18 | -1 | -4 | 2 | -3
O=C(COc1ccc2ccc(=O)oc2c1)N1C[C@H]2C[C@@H](C1)c1cccc(=O)n1C2 | 17 | -2 | 11 | 5 | 0.0 | 3 | 2 | -2 | 0 | -2
COc1cc(OC)cc(C(=O)Nc2ccc(Br)cc2C(=O)c2ccccc2)c1 | 0 | -10 | 2 | 6 | -0.2 | -4 | 2 | 3 | 3 | 4
CCCCSP1(=S)NCCCO1 (stereo not drawn) | -4 | 7 | -5 | 9 | 0.5 | -9 | 0 | 0 | -6 | -7
O=C(c1ccco1)c1cn(Cc2ccccc2)c2ccccc12 | -6 | 1 | 12 | -7 | 0.9 | 1 | -15 | -23 | -1 | 4
Cc1cc(OCC(=O)N2CCC(C(=O)O)CC2)c2c3c(c(=O)oc2c1)CCC3 | 6 | 2 | -2 | 6 | 19* | -6 | -301 | -407 | -1 | 7
C=C[C@H]1CN2CC[C@H]1C[C@@H]2[C@@H](O)c1ccnc2ccccc12 | -2 | -1 | -2 | -6 | -0.4 | 8 | 0 | -1 | 1 | -4
Cc1ccccc1N1CCN(Cc2ccc3c(c2)OCO3)CC1 | 11 | 1 | -8 | 8 | -0.4 | 13 | 0 | -8 | 4 | 8
O=S(=O)(c1cc(Cl)cc(Cl)c1)N1Cc2cc(-c3ccccc3)ccc2-n2nncc2C1 | 6 | -3 | 6 | 2 | -0.8 | -5 | 0 | 0 | 0 | 0
COP(=O)(OC)OC=C(Cl)Cl | 0 | -5 | -5 | -5 | 0.5 | 2 | 1 | -7 | 1 | -14&-7
